Screening data deposited in PubChem BioAssay by National Center for Advancing Translational Sciences (NCATS).
G9a inh = qHTS Assay for Inhibitors of Histone Lysine Methyltransferase G9a | 350,000 compounds, 8.8% hits | Histone-lysine N-methyltransferase EHMT2 (Homo sapiens), Q96KQ7 | G9a H3K9 monomethylation, AlphaScreen, 2 h | Potency, µM (highest dose often 102 µM), without a hit: at the highest dose activity, negative = inhibition, most hits filed as inhibitors | AID 504332, 2011; further: potency means the concentration at half of the fitted maximal effect; on the % scale 0 is the no-effect control and ±100 the full control effect; nearly all actives have a fitted effect of over 75% in size
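Enzyme 20 nM + cpd, 15 min RT; add b-H3K9 pep 500 nM / SAM 20 uM; 2 h RT; anti-H3K9me1 Ab 0.5 ug/mL + SA donor / anti-rabbit acceptor beads 20 ug/mL each, 10 min; AlphaScreen read.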
PI4K2A block = qHTS for small molecular inhibitors of PI4K2A | Phosphatidylinositol 4-kinase type 2-alpha (Homo sapiens), Q9BTU6 | purified PI4K2A, ADP-Glo luminescence, 1 h; stronger effect = lower value | activity change, negative = inhibition, % at 76.9 µM | 420,000 compounds, 0.13% hits | AID 1346378, 2018; in the data active means activity change below about -50%; inconclusive means mostly about -30% to -49%;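 further: -100% = wells without enzyme as full effect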
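In this quantitative HTS, ADP production by PI4K2A was quantified luminescently after 1 h at ambient temperature; 100 microM adenosine served as plate-quality control.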
BAZ2B block = qHTS Assay for Inhibitors of BAZ2B; Bromodomain adjacent to zinc finger domain protein 2B (Homo sapiens), Q9UIF8; AlphaScreen BAZ2B-H3K14Ac peptide displacement; Potency, µM (titrated, usually from 114 µM), inactives show at the highest dose activity change, negative = inhibition, actives largely listed as inhibitors; 360,000 compounds, 4.4% hits; further: potency means the concentration at half of the fitted maximal effect; on the % scale 0 is the no-effect control and ±100 the full control effect; nearly all actives have a fitted effect of over 60% in size
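BAZ2B 50 nM plus b-H3(5-23)K14Ac 50 nM, PBS pH 7.4/0.01% Tween-20, 30 min RT; compound added (max 110 uM), 30 min RT; streptavidin donor/Ni-chelate acceptor beads 10 ug/mL final, 20 min dark; AlphaScreen read.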
HP1b binding inh = HTS for Inhibitors of HP1-beta Chromodomain Interactions with Methylated Histone Tails; AlphaScreen HP1-beta / biotin-H3K9me3 peptide binding; Potency, µM (highest dose often 114 µM), without a hit: at the top dose activity change, negative = inhibition, hits mostly inhibitors; 390,000 compounds, 0.56% hits; further: potency means the concentration at half of the fitted maximal effect; nearly all actives have a fitted effect of over 70% in size; inactives centre near 23
Target sequence (P83916 whole entry, looked up): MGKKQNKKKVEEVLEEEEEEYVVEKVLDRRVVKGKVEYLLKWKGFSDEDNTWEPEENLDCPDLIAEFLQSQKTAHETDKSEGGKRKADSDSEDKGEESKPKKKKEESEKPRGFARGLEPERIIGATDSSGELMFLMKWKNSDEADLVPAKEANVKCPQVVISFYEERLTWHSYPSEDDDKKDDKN
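AlphaScreen: HP1-beta (50 nM) preformed 30 min with biotin-H3(1-18)K9me3 peptide (50 nM) in PBS pH 7.4, 0.01% Tween-20. Compound added for 30 min at RT, then streptavidin donor/nickel chelate acceptor beads (10 ug/mL) for 30 min.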
ALOX12 inh = Primary qHTS assay for inhibitors of human arachidonate 12S-lipoxygenase (ALOX12): Round 2. Polyunsaturated fatty acid lipoxygenase ALOX12 (Homo sapiens), P18054. purified 12hLO, xylenol orange hydroperoxide absorbance. Potency, µM (top dose mostly 108 µM), without a hit: at the highest dose activity change, negative = inhibition, usual class: inhibitors. 580,000 compounds, 1.1% hits. AID 1671190, 2021; further: potency means the concentration at half of the fitted maximal effect; on the % scale 0 is the no-effect control and ±100 the full control effect
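Purified human 12hLO at 150 nM in 25 mM Hepes, 0.01% Triton X-100, pH 7.0, preincubated 15 min at room temperature with compound. Reaction started with 40 uM arachidonic acid, 30 min at room temperature. Hydroperoxide measured by Fe-xylenol orange, 573/405 nm absorbance ratio.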
ERG Ets-DNA blk = qHTS for Small Molecule Inhibitors of the ERG Ets/DNA interaction; 370,000 compounds, 0.028% hits; Transcriptional regulator ERG (Homo sapiens), P11308; fluorescence polarization, His-ERG Ets domain / labelled DNA; Potency, µM (series often up to 76.9 µM), for inactives: at the highest dose FP activity, negative = inhibition, actives largely listed as inhibitors; active means well fitted inhibition curve with a large enough effect in the polarisation, with a control signal flat; inconclusive means small, poorly fitted or top-dose-only effect, or effect the other way, or a change in a side signal; inactive means no such curve, though single readings can be large or run the other way; the % refers to the polarisation;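 further: polarization taken with two DNA probes labelled with fluorescein and Texas red; potency means the concentration at half of the fitted maximal effect; % of control where 0% means no effect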
Target sequence (P11308 whole entry, looked up, the tested form may be a part): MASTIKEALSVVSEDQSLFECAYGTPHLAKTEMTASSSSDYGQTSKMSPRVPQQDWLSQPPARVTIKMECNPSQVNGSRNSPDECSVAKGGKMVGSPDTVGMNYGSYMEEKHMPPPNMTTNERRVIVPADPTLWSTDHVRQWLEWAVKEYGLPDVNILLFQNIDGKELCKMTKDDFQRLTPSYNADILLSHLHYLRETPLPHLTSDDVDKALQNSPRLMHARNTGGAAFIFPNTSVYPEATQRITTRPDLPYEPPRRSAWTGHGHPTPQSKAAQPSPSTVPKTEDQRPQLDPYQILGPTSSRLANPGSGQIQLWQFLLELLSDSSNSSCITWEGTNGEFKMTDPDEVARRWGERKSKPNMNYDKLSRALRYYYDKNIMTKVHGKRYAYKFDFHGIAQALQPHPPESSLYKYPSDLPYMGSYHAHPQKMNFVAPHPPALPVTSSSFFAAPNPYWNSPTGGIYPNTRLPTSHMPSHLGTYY
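His-tagged ERG Ets domain (1 uM in the protein solution; 300mM KCl, 50mM Tris-HCl, 1mM EDTA, 1mM DTT, pH 7.5) received compound, then a probe mix of 5 nM fluorescein-DNA and 100nM Texas-615-DNA. Fluorescence polarization was read for both dyes.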
GLS inh = qHTS for Inhibitors of Glutaminase (GLS) | GLS enzymatic activity, qHTS titration | Potency, µM (top dose mostly 45.5 µM), for the others: at the highest dose activity change, negative = inhibition, usual class: inhibitors | 410,000 compounds, 0.21% hits | AID 624170, 2012; further: potency means the concentration at half of the fitted maximal effect; on the % scale 0 is the no-effect control and ±100 the full control effect
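Read-out is an Amplex red fluorescence increase coupled through glutamate oxidase and HRP, measured before and after 30 min room-temperature incubation. hKGA is in 45 mM KH2PO4 (pH 8.2) with 0.02% Tween-20; glutamine added as 1mM solution.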
JMJD2A Tudor = qHTS Assay for Inhibitors of JMJD2A-Tudor Domain. Potency, µM (doses to about 114 µM), for inactives: at the highest dose activity change, negative = inhibition, usual class: inhibitors. 390,000 compounds, 4.4% hits. AID 504339, 2011. AlphaScreen JMJD2A-Tudor / H3K4me3 peptide binding; further: potency means the concentration at half of the fitted maximal effect; on the % scale 0 is the no-effect control and ±100 the full control effect; nearly all actives have a fitted effect of over 50% in size
RGS4 inh = Inhibitors of Regulator of G Protein Signaling (RGS) 4: qHTS; Transcreener GDP fluorescence polarization, RGS4-accelerated GTP hydrolysis; Potency, µM (titrated, usually from 114 µM), inactives show at the highest dose activity change, negative = inhibition, usual class: inhibitors; Regulator of G-protein signaling 4 (Homo sapiens), P49798; 390,000 compounds, 0.039% hits; further: potency means the concentration at half of the fitted maximal effect; on the % scale 0 is the no-effect control and ±100 the full control effect; nearly all actives have a fitted effect of over 75% in size; some results filed as inactive show a strong effect at the top dose
Target sequence (P49798 whole entry, looked up): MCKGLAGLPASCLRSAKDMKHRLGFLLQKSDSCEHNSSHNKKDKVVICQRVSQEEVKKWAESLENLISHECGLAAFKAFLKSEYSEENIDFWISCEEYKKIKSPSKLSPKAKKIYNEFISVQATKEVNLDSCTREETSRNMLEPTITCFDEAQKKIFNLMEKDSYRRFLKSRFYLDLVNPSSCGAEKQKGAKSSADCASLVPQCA
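MLSMR compounds (23 nl, pin-transferred) preincubated 10 min at room temperature with a 500nM (2x) first reagent, then RGS4 at 900nM (2x) plus Transcreener GDP mix added; fluorescence polarization (620/688 nm) read before and after 90 min at 30 °C.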
* = called active by the depositor; ? = inconclusive; nt = no result given; & = joins results of further samples; [ ] = another dose, or the depositor's remark. Unless noted, the call rests on the fitted dose curve; in most records, active means well fitted curve in the direction sought with a large enough effect; inconclusive means small, poorly fitted or top-dose-only effect, or another doubt; inactive means no such curve, though single readings can be large; an effect the other way counts as inactive or inconclusive. These rows are one share of the data. The share of hits here may be higher or lower than overall.

Screens in order: G9a inh	PI4K2A block	BAZ2B block	HP1b binding inh	ALOX12 inh	ERG Ets-DNA blk	GLS inh	JMJD2A Tudor	RGS4 inh
1) CC1(C)CC2CC(C)(CN2C(=O)COC(=O)c2cccnc2Cl)C1 (stereo not drawn)
  nt	3	nt	58%[activator]	15%	18%	1%	-8%	-1%
2) Cc1cc(C)n(-c2nc(NCC(C)O)c3c4c(sc3n2)CCCC4)n1 (stereo not drawn)
  ?	12	-14%	25%	?	-3%	15%	-29%	24%
3) CCN(c1ccccc1)S(=O)(=O)c1ccc(NC(=S)NC(=O)c2cccs2)cc1
  5%[59 µM]	11	-12%	-15%	?	1%	1%	-27%	-29%
4) Cc1cc(Br)ccc1SCC(=O)Nc1cccnc1
  -30%	-1	-8%	40%[activator]	3%	-3%	1%	-16%	-1%
5) COc1ccc(SCC(=O)Nc2ccccc2Cl)cc1
  52%[activator][12.7 µM]	0	16%	41%[activator]	26%	-3%	-2%	17%	-10%
6) O=C(NCc1ccc(F)cc1)c1c2c(nc3ccccc13)C(=O)N(C1CCCCC1)C2
  4%[59 µM]	-5	-7%	10%	-25%	-1%	-3%	-14%	3%
7) CCOc1ccc(C2C(C(=O)O)c3ccccc3C(=O)N2CCN2CCOCC2)cc1 (stereo not drawn)
  2%[12.7 µM]	5	4%	15%	0%	1%	-9%	-7%	5%
8) CCc1ccccc1NC(=O)Nc1ccon1
  16%	-8	-6%	7%	-2%	-12%	-9%	1%	23%
9) CCc1ccccc1N(C(=O)CCC(=O)Nc1cc(C)on1)C(C(=O)NC1CCCC1)c1ccco1 (stereo not drawn)
  ?	0	-7%	56%[activator]	0%	-11%	2%	-22%	-6%
10) Fc1cccc(CNc2ncnc3ccc(-c4ccc5c(c4)OCO5)cc23)c1
  -6%[12.7 µM]	-10	-31%&-9%	34%	0%	nt	4%	-15%	-9%
11) CCOCCCn1c(SCC(=O)Nc2cccc(OC)c2)nc2ccccc2c1=O
  -7%	3&2	10%&9%	57%&38%[activator]	9%&4%	3%&0%	-2%&-1%	7%&-1%	-24%&7%
12) COCc1cc(C)nc2oc(C(=O)c3ccccc3)c(N)c12
  14%[12.7 µM]	2	4%	65%[activator]	-10%	12%	-2%	28%	-5%
13) COC(CNC(=O)[C@H](CSCc1ccccc1)N1Cc2ccccc2C1=O)OC
  9%[59 µM]	3	-13%	38%	1%	0%	-7%	-14%	-29%
14) O=C(NCC1CCCO1)c1ccccc1OCc1ccc(F)cc1 (stereo not drawn)
  19%	-5	9%	37%	?	5%	-10%	-6%	-3%
15) COc1ccc2nc(NC(=O)CN3C(=O)NC4(CCCC4)C3=O)sc2c1
  -10%	4	3%	8%	-2%	1%	-3%	-18%	17%
16) CCCC(=O)NCCSC
  -41%[59 µM]	5	1%	31%	-5%	10%	-3%	-19%	-23%
17) CCOc1cccc(-c2c(C(=O)N/N=C/c3sccc3C)nnn2-c2nonc2N)c1
  57%[activator]	-3	-34%	13%	0%	-8%	31%[activator]	-33%	22%
18) Cc1cc(C)cc(NC(=O)c2cc(S(=O)(=O)NCc3ccco3)ccc2F)c1
  ?	-6	0%	5%	?	4%	-8%	-26%	-28%
19) CC1=NN(c2ccc(N)cc2)C(=O)C1
  8.9µM*	-66*	?	7%	0%	3%	-4%	-15%[11.4 µM]	-20%[11.4 µM]
20) CC(C)(C)OC(=O)CNC(=O)c1[nH]cnc1C(=O)NC1CCN(C(=O)OC(C)(C)C)CC1
  nt	2	?	17%	12%	-5%	-1%	-27%	9%
21) CS(=O)(=O)c1ccc(Cl)c(NC(=O)Nc2ccccc2)c1
  19%[59 µM]	2	0%	-4%	4%	14%	50%[activator]	-6%[11.4 µM]	1%[11.4 µM]
22) COc1ccc(OC)c(C2c3[nH]c4ccccc4c3C[C@H]3C(=O)N(C4CC4)CC(=O)N23)c1 (stereo partly drawn)
  -10%[2.33 µM]	2	-30%	23%	8%	-8%	-4%	-30%	-14%
23) CCN(CC)S(=O)(=O)c1nnc(NC(=O)COc2ccc(Cl)cc2)s1
  -44%[59 µM]	3	-14%	30%	-16%	3%	4%	-21%	3%
24) C/C=C(/C)C(=O)O[C@@H]1c2c(ccc3ccc(=O)oc23)O[C@@H]1C(C)(C)OC(=O)/C(C)=C\C
  22%	-4	2%	45%[activator]	-27%	11%	0%	-5%	-24%
25) COc1cccc(CNC(=O)c2sc3nc(C)cc(C)c3c2-n2cccc2)c1OC
  -3%[59 µM]	-1	-8%	15%	?	1%	-1%	-17%	-23%
26) Cc1nn(CC(=O)NCC2CCCO2)c(C)c1[N+](=O)[O-] (stereo not drawn)
  nt	-5	-4%	64%[activator]	-10%	-11%	6%	-11%	5%[11.4 µM]
27) COc1ccc(CCNC(=O)[C@@H](NC(=O)N2CC(=O)Nc3ccccc32)C(C)C)cc1OC
  6%	-4	-2%	33%	0%	18%	-7%	6%	5%
28) O=C(CC1(O)C(=O)N(Cc2cccc3ccccc23)c2ccccc21)c1cccnc1 (stereo not drawn)
  7%[12.7 µM]	4	?	-14%	?	5%	3%	?	3%
29) Nc1nc(-c2nc3ccccc3[nH]2)cs1
  ?	-25	-26%	34%	-18%	-1%	20%	-33%	6%
30) O=C(N/N=C/c1ccc(OC(F)F)cc1)c1cc[n+]([O-])cc1
  -7%	6	1%	5%	-11%	-7%	11%	-16%	13%

The final 2 records of the section above open the next one:
Screens in order: G9a inh	PI4K2A block	BAZ2B block	HP1b binding inh	ALOX12 inh	ERG Ets-DNA blk	GLS inh	JMJD2A Tudor	RGS4 inh
29) Nc1nc(-c2nc3ccccc3[nH]2)cs1
  ?	-25	-26%	34%	-18%	-1%	20%	-33%	6%
30) O=C(N/N=C/c1ccc(OC(F)F)cc1)c1cc[n+]([O-])cc1
  -7%	6	1%	5%	-11%	-7%	11%	-16%	13%
31) CCCCN1C(=O)C(O)(c2ccccc2)c2cc(Br)ccc21 (stereo not drawn)
  19%	4	3%	19%	?	-1%	-19%	-13%	27%
32) CCOC(=O)N1CCN(C(=O)c2cn(CC(C)C)c(=O)c3c2c2ccccc2n3C)CC1
  -39%	3	-8%	23%	1%	6%	5%	-6%	-3%
33) CN(C)c1ncnc2[nH]ncc12
  nt	-3	nt	25%	8%	-9%	6%	3%	-15%
34) CCC(CO)NC(=O)c1ccccc1C(F)(F)F (stereo not drawn)
  nt	6	7%	52%[activator]	22%	0%	-4%	-16%	-16%[56.9 µM]
35) O=C(Nc1cccc2ccccc12)N1CCN(c2ccccc2)CC1
  -41%[12.7 µM]	-6	-3%	15%	0%	-4%	12%	-10%	4%
36) CCOc1ccc(N(CC(=O)NC2CCCC2)C(=O)CSc2nnc(COc3ccccc3)o2)cc1
  -2%	-1	-17%	25%	-17%	nt	0%	-17%	-2%
37) COc1ccc(/C=N/NC(=O)c2ccc(N)cc2)cc1Cn1cc([N+](=O)[O-])cn1
  3%	-8	3%	8%	-2%	87%[activator]	8%	-23%	-25%
38) COc1ccc(S(=O)(=O)N2CCOC2CNC(=O)C(=O)NCc2ccco2)cc1C (stereo not drawn)
  nt	-3	?	-9%	-3%	-6%	7%	-22%	29%
39) Cc1cccc(C(=O)Nc2ccc(NC(=O)c3ccccc3)cc2)c1
  -3%[0.501 µM]	-1	6%	23%	?	-2%	9%	-19%	10%
40) COc1cc(-c2nnc(-c3ccc(N4CCOCC4)cc3)o2)cc(OC)c1OC
  -3%[12.7 µM]	3	0%	12%	-16%	-3%	-1%	-12%	14%
41) COc1ccccc1NC(=O)CSc1nnc(COc2ccc(Cl)cc2)o1
  13%	1	-2%	60%[activator]	-15%	-15%	-15%	-5%	-32%
42) COc1ccc(/C=C/C(=O)OCC(=O)NCCCc2ccccc2)cc1OC
  nt	8	nt	11%	?	5%	-9%	-1%	-3%
43) O=C1C2=C(Nc3ccccc3SC2c2ccccc2C(F)(F)F)c2ccccc21 (stereo not drawn)
  11µM*	-4	?	?	-22%	3%	-3%	22µM*	-40%
44) CCc1cc(C(=O)N2CCCC(CO)(Cc3ccc(F)cc3)C2)n(C)n1 (stereo not drawn)
  16%	-2	-12%[57.1 µM]	62%[activator]	6%	7%	-10%	-10%	-15%[56.9 µM]
45) O=C(O)c1cccc(N/N=C/c2cccnc2)c1
  28µM*	15	-13%	18%	-16%	-10%	-27%	-17%	-7%
46) CN(CC(=O)Nc1c(Cl)cccc1Cl)C(=O)CNC(=O)c1ccc2c(c1)OCO2
  -2%	-5	-11%	25%	0%	4%	-1%	-6%	-18%
